Compound activity deposited in PubChem BioAssay by National Center for Advancing Translational Sciences (NCATS).
B2AR arrestin: beta2AR (human) beta-arrestin recruitment activity; beta-arrestin recruitment to beta2AR, cell-based reporter; 0.02% of 330,000 active; AID 492947; Potency, µM (top dose mostly 46.1 µM), for inactives: top-dose activation, usual class: activators;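 further: potency means the concentration at half of the fitted maximal effect; 0% = DMSO controls and full agonism = EC100 isoproterenol or metaproterenol; nearly all actives have a fitted effect of over 65% in size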
Target sequence (P07550 whole entry, looked up): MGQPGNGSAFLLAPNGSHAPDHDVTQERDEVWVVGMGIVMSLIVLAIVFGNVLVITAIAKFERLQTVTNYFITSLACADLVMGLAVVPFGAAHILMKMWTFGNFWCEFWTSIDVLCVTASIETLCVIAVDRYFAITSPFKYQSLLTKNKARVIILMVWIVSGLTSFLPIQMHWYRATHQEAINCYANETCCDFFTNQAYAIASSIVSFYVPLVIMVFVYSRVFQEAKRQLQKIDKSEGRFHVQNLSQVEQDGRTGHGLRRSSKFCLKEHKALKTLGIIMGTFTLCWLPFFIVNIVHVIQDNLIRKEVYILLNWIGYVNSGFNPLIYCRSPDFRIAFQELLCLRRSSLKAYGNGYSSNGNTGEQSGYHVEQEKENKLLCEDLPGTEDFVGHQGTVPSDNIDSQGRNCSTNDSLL
Chronic BCR inh: blocks chronic active B-cell receptor signaling; ABC-DLBCL IkBa-CBG/CBR reporter, luminescence ratio, 4 h; Potency, µM (highest dose often 46.1 µM), for inactives: at the top dose ratio change, negative = lower green/red ratio, most hits filed as inhibitors; 0.05% of 340,000 active; AID 493014; active means well fitted inhibition curve with a large enough effect in the signal ratio, with a control signal flat, not every such curve was filed as active; inconclusive means small, poorly fitted or top-dose-only effect, or effect the other way, or a change in a side signal; the % refers to the signal ratio;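 further: potency means the concentration at half of the fitted maximal effect; plate controls were basal doxycycline-induced cells for no effect and cells given 10 µM MG132 for full effect; MG132 reads +100%, hits lower the ratio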
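Concentration-response series (up to 46 uM) were applied to TMD8 dual-reporter cells for 4 h at 37C with doxycycline. Green/red ratio, after filter-overlap correction, defined %Activity; red signal alone was normalised to basal cells and zero luminescence.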
Eya2 phos inh: inhibitors of human Eya2 phosphatase activity | Potency, µM (highest dose often 76.9 µM), without a hit: top-dose activity, negative = inhibition, hits mostly inhibitors | recombinant Eya2, OMFP fluorescence dephosphorylation (OMFP is methylfluorescein phosphate) | O00167 | 0.006% of 330,000 active | AID 488837; further: potency means the concentration at half of the fitted maximal effect
Target sequence (O00167 whole entry, looked up): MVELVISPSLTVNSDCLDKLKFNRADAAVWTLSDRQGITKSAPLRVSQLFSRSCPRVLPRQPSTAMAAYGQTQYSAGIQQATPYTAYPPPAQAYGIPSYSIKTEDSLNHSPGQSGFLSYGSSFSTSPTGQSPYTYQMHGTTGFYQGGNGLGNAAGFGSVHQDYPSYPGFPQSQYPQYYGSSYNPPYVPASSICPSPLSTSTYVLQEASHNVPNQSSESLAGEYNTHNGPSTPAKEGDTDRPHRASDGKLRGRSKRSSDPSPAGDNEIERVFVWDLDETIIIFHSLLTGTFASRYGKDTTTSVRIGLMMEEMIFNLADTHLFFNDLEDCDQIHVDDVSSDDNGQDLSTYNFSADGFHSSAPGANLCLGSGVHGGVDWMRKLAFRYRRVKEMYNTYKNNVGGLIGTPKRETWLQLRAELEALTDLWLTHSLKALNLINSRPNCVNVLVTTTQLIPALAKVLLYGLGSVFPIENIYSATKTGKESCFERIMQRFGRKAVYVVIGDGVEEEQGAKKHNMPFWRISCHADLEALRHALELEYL
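Eya2 (0.2 uM) preincubated 10 min at ambient with compound, then OMFP substrate added at 50 uM; 10 min reaction in 50 mM HEPES pH 7.5, 50 mM NaCl, 5 uM MgCl2, 0.05% BSA, 1 mM DTT. Fluorescence read at Ex 485/Em 525 nm.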
Giardia killer: Giardia lamblia killing; Giardia lamblia trophozoite viability; activity change, % at 7.66 µM, hits read low; 0.15% of 340,000 active; in the data active means activity change below about -80%; inconclusive means between about -30% and that limit;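 further: parasites exposed to compound for two days anaerobically before the ATP read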
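Giardia lamblia trophozoites (100 cells/well) were incubated with compounds for 48 h at 37 deg C under anaerobic conditions. Viability was read as ATP content by one-step luminescence after 15-30 min at room temperature.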
USP2a block: blocks human ubiquitin-specific protease USP2a. USP2 core, Ub-CHOP2 coupled fluorogenic reporter, 485/531. Potency, µM (series often up to 38.3 µM), for the others: at the top dose activity change, negative = inhibition, most hits filed as inhibitors. 0.01% of 330,000 active;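 further: potency means the concentration at half of the fitted maximal effect; plate controls were DMSO wells for no effect and full inhibition by NEM control for full effect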
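Deubiquitinase activity read as fluorescence (485/531 nm) after Ub-CHOP2 cleavage activates the enterokinase reporter on its substrate; USP2 core 10nM, Ub-CHOP2 and substrate 25nM each, 30min compound preincubation then 60min RT; data normalized to NEM, curves fitted.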
uPA generation: cell surface uPA generation inhibition. Potency, µM (top dose mostly 38.3 µM), inactives show top-dose activity change, negative = inhibition, actives largely listed as inhibitors. 0.31% of 330,000 active. cell surface uPA generation assay, qHTS; active means well fitted inhibition curve with a large enough effect; inconclusive means small, poorly fitted or top-dose-only effect; inactive means no such curve, though single readings can be large or run the other way; tested in mouse RAW 264.7 cells; further: potency means the concentration at half of the fitted maximal effect; nearly all actives have a fitted effect of over 55% in size
KCNH2 WT inh: KCNH2 (human, wildtype) channel inhibition; U2OS, BacMam KCNH2, thallium flux FluxOr; hits give low values; activity change, % at 1.84 µM; 0.37% of 340,000 active; AID 720551;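 active means maximum activity change below -70%; inconclusive means maximum activity change between -70% and -50%; inactive means maximum activity change above -50%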
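U2OS cells were transduced with wild-type KCNH2 virus (2.03 x 10^8 / mL) for 4 h at room temperature, then cultured overnight at 37 C. Thallium flux was read with FluxOr dye. Rate constants were normalized to DMSO controls.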
Coupling enz: counter-screen for Giardia aldolase inhibitors: coupling enzyme system; coupling enzyme system counterscreen, AmpLite Red fluorescence; activity change, negative = inhibition, % at 58.2 µM, hits read low; 0.67% of 290,000 active; in the data active means activity change below about -30%
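Coupling enzymes only (glyceraldehyde-3-phosphate) + compound, at 57.5 uM final, 10 min RT; add substrate/coupling/AmpLite Red mix, 20 min RT; fluorescence ex 525/em 598 nm. Actives flag coupling-system interference.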
KCNH2 3.1 inh: blocks the human KCNH2 3.1 channel isoform | U2OS KCNH2 3.1, thallium flux FluxOr; hits give low values | activity change, % (tested at about 1.8 µM) | 0.95% of 340,000 active;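 active means maximum activity change below -70%; inconclusive means maximum activity change from -70% to -50%; inactive means maximum activity change above -50%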;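 further: thallium influx rate constant from kinetic fluorescence after stimulation buffer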
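Kinetic fluorescence (2 min after stimulation buffer) measures Tl+ influx through KCNH2 3.1 expressed by viral transduction in U2OS cells; the rate constant is normalized against DMSO controls serving as positive and negative references.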
GALK inhibitor: galactokinase (human) inhibition; Potency, µM (doses to about 57.5 µM), without a hit: at the highest dose activity change, negative = inhibition, actives largely listed as inhibitors; Purified GALK, Kinase-Glo residual ATP luminescence; P51570; 0.007% of 270,000 active; AID 1868; further: potency means the concentration at half of the fitted maximal effect
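The enzyme phosphorylates galactose (100 uM) using ATP (35 uM); inhibition is detected as higher residual ATP, quantified by bioluminescence after 1 h reaction at room temperature, pH 8.0.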
PKM2 activator: increases activity of human pyruvate kinase M2. P14618. AID 1631. Potency, µM (doses to about 57.5 µM), without a hit: at the top dose activation, actives largely listed as activators. 0.34% of 260,000 active. purified PKM2, Kinase-Glo ATP luminescence, activation; response scale: 0% is enzyme alone, no compound; further: potency means the concentration at half of the fitted maximal effect; nearly all actives have a fitted effect of over 55% in size
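Kinase-Glo luminescence reports ATP generated from ADP (0.1 mM) and PEP (0.5 mM) by purified hPK-M2 after 1 h at room temperature, pH 7.2 imidazole buffer; intermediate enzyme activity allows detecting inhibitors and activators.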
Active calls of the source: *; ? = inconclusive; / = not tested or not shown. Unless noted, the call rests on the fitted dose curve; in most records, active means well fitted curve in the direction sought with a large enough effect; inconclusive means small, poorly fitted or top-dose-only effect, or another doubt; inactive means no such curve, though single readings can be large; an effect the other way counts as inactive or inconclusive. Unless noted, on the % scale 0 is the no-effect control and ±100 the full control effect.

SMILES | B2AR arrestin | Chronic BCR inh | Eya2 phos inh | Giardia killer | USP2a block | uPA generation | KCNH2 WT inh | Coupling enz | KCNH2 3.1 inh | GALK inhibitor | PKM2 activator
CSCCC(NC(=O)c1ccco1)C(=O)OCc1cc([N+](=O)[O-])cc2c1OCOC2 (stereo unspecified) | 0.3% | -4% | 10% | ? | -1% | 0% | 4 | 2 | 0 | -2% | -7%
CCOc1ccc(NC(=O)CN(C)C(=O)/C=C/c2ccc(S(=O)(=O)N3CCCCCC3)cc2)cc1OCC | -0.1% | -3% | 8% | 4 | 1% | -11% | -5 | / | -2 | / | /
Cc1cc(C(=O)NN=C2CCCCCCC2)c2ccccc2n1 | -1.1% | ? | 4% | -6 | -1% | ? | -8 | / | 1 | / | /
COC(=O)Nc1nc(C)c(C(=O)c2ccccc2)s1 | -0.1% | ? | 9% | 0 | 1% | -17% | 1 | 4 | 14 | -1% | -24%
COc1cc(NS(=O)(=O)c2cc(C(=O)NCCc3ccccn3)ccc2OC)cc(OC)c1 | 0.4% | 0% | 8% | 8 | 2% | -6% | -16 | / | 1 | / | /
CC(C)c1nnc(NC(=O)CCC(=O)Nc2ccc(F)cc2)s1 | -0.2% | ? | 2% | -21 | -12% | 2% | -8 | 3 | -2 | 2% | -3%
COc1ccc2nc(NC(=O)Nc3cccc4ccccc34)sc2c1 | 0.1% | ? | 4% | -7 | 9% | -2% | / | -9 | 14 | -3% | -27%
CCOCCn1c(=O)c2c(nc3n2CCCN3CCc2ccccc2)n(C)c1=O | -0.7% | 13% | -11% | -8 | 3% | -6% | -18 | / | -7 | 1% | /
N#CC1(NC(=O)CN2CCc3ccccc3C2)CCCC1 | -0.1% | 0% | -18% | -12 | 1% | 8% | -6 | -2 | 22 | 0% | -2%
O=C(O)C1=C[C@H](c2ccc(Br)cc2)C[C@H](OCc2ccc(CO)cc2)O1 | -0.2% | 16% | 7% | 4 | -1% | -9% | 4 | 10 | 0 | -4% | 1%
O=C(Nc1c2c(nn1-c1ccc(F)cc1)CS(=O)C2)c1ccc(S(=O)(=O)N2CCOCC2)cc1 (stereo unspecified) | 0.0% | 2% | 3% | -12 | 2% | 3% | 2 | 2 | 13 | 1% | 4%
C=CC[C@@H](CC(=O)N[C@@H](CO)Cc1ccccc1)C(=O)N[C@H](COC(=O)[C@@H](CC=C)CC(=O)OC(C)(C)C)Cc1c[nH]c2ccccc12 | 0.2% | ? | -8% | -2 | 2% | ? | -3 | / | 1 | / | /
Cc1cccc(C(=O)NCCN2CCOCC2)c1[N+](=O)[O-] | -1.7% | -9% | -1% | 15 | 5% | 4% | -18 | 2 | -39 | 1% | 0%
O=C(NCc1ccccn1)C1CCN(S(=O)(=O)c2ccccc2F)CC1 | -1.6% | 7% | -16% | 9 | -8% | -3% | 4 | / | 17 | / | /
CC(=O)C[C@H](O)CC(=O)[C@@H]1OC(=O)CCCCCCc2ccccc21 | 0.2% | 2% | 9% | 3 | -1% | 11% | / | / | / | / | /
CCC(=O)Nc1c(-c2ccc(Cl)cc2)c(=O)c2ccccc2n1C | -0.6% | 5% | -7% | 1 | 3% | -6% | 8 | 0 | 17 | 1% | /
CC1=C([N+](=O)[O-])C(c2ccccc2)C2=C(N1)c1ccccc1C2=O (stereo unspecified) | 0.1% | -26% | -7% | 13 | 1% | -11% | -1 | -5 | -2 | 0% | 14%
CCC(C(=O)OCC(=O)Nc1c(C)nn(-c2ccccc2)c1C)c1ccccc1 (stereo unspecified) | -1.3% | 8% | -12% | -5 | -3% | 2% | 5 | / | -7 | / | /
N=C1C(c2nc3ccccc3s2)=C(O)CN1NC(=O)c1ccccc1[N+](=O)[O-] | -0.3% | 4% | -5% | -17 | 1% | -2% | 2 | 2 | 17 | 0% | 0%
CC(=O)CC1(O)C(=O)N(Cc2ccccc2)c2ccccc21 (stereo unspecified) | -0.3% | -1% | 4% | -8 | 2% | 4% | 0 | / | -3 | -2% | -8%
O=C1CCC/C1=C/Nc1cccc(F)c1 | 0.3% | -13% | 0% | -2 | 5% | -3% | 8 | -6 | -4 | 2% | -1%
O=C(CCCN1C(=O)/C(=C/c2ccc3c(c2)OCO3)SC1=S)Nc1cccc(C(=O)O)c1 | -0.1% | ? | 8% | -10 | -2% | -21% | -31 | / | -12 | 5% | 8%
O=C(Nc1ccccn1)c1ccc(CN(c2ccccc2)S(=O)(=O)c2ccccc2)cc1 | 0.0% | ? | -3% | -8 | 0% | 8% | 0 | -2 | 6 | 0% | 7%
CCOCCCn1c(SC(C(=O)Nc2cc(C)ccc2C)c2ccccc2)nnc1-c1ccc(Cl)cc1 (stereo unspecified) | -1.2% | 0% | -5% | -10 | -5% | 2% | 2 | 3 | -4 | 2% | -2%
CCS(=O)(=O)N1CCN(c2nc(-c3ccccc3)cs2)CC1 | -0.2% | -2% | 22% | -9 | 2% | / | 16 | 3 | 1 | 0% | -6%

Following part.
SMILES | B2AR arrestin | Chronic BCR inh | Eya2 phos inh | Giardia killer | USP2a block | uPA generation | KCNH2 WT inh | Coupling enz | KCNH2 3.1 inh | GALK inhibitor | PKM2 activator
O=C(CN(CCc1ccccc1)S(=O)(=O)c1ccc(Br)cc1)N/N=C/c1ccccc1C(=O)O | -0.3% | 0% | 3% | 6 | -2% | 1% | -10 | 14 | 2 | 6% | ?
COc1ccc(CCNC(=O)Cc2cccc(C(F)(F)F)c2)cc1OC | 0.1% | 6% | 3% | -18 | 1% | -1% | 0 | -3 | -9 | 0% | 6%
O=C1/C(=C/c2ccc(F)cc2)SC(=S)N1CC(=O)N1CCCCC1c1cccnc1 (stereo unspecified) | -0.4% | -11% | -3% | 0 | -1% | ? | 16 | / | -13 | 2% | /
c1ccc(Cc2nnc3sc(-c4ccccn4)nn23)cc1 | -0.1% | 4% | 28% | 2 | 1% | / | -7 | 0 | 14 | 0% | 0%
CC(=O)C(Cc1cnc(Cl)s1)(Cc1cnc(Cl)s1)C(C)=O | 0.0% | -16% | -2% | -23 | 3% | -2% | 0 | 4 | 12 | 1% | 5%
CCOC(=O)C1=C(C(F)(F)F)Nc2ncnn2C1c1ccc(OC)c(OC)c1OC (stereo unspecified) | 3.0% | 2% | -5% | 16 | 0% | 2% | -1 | 5 | 2 | 1% | -4%
COc1cccc(C2C(C(=O)c3ccc(C)o3)=C(O)C(=O)N2CCN2CCOCC2)c1OC (stereo unspecified) | -0.4% | 4% | 2% | -7 | 1% | 0% | -8 | / | 12 | 4% | 0%
CC1=NN(c2ccc(C)cc2C)C(=O)C1C(c1ccccc1O)C1C(=O)N(c2ccc(C)cc2C)N=C1C (stereo unspecified) | -0.2% | -3% | 8% | -10 | 0% | 0% | -37 | 2 | 5 | -3% | 11%
COc1ccccc1NC(=O)CSc1ccc(-c2ccccn2)nn1 | 0.5% | -10% | 1% | 17 | 0% | -3% | -5 | / | / | 6% | 3%
Cc1ccc(S(=O)(=O)NCCC(=O)NCC(c2ccco2)N2CCCCC2)cc1C (stereo unspecified) | 0.1% | 6% | -6% | -16 | 0% | 1% | -5 | / | 4 | / | /
COc1ccc(C(C(=O)NC2CCCC2)N(C(=O)c2snc(-c3ccc(F)cc3)c2N)c2ccc(OC)cc2)cc1 (stereo unspecified) | 0.6% | 11% | -1% | 20 | 0% | 1% | -4 | -4 | 0 | / | 0%
CCCc1cc(C(=O)NC2CCCCC2)no1 | 0.0% | ? | 24% | -12 | 2% | 8% | -7 | 1 | -11 | 2% | 0%
c1ccc(CN2CCN(c3ncccn3)CC2)cc1 | 0.3% | 7% | -2% | 10 | 1% | -1% | 4 | -5 | 8 | 0% | -3%
COCCCn1c(SCC(=O)NCc2ccccc2)nc2ccccc2c1=O | -0.5% | ? | 9% | 5 | 2% | 3% | 6 | 0 | -5 | -4% | 4%
CC(OC(=O)c1ccc(NC(N)=O)cc1)C(=O)Nc1ccc2c(c1)OCCO2 (stereo unspecified) | -0.6% | -17% | -5% | -23 | 0% | 3% | -17 | / | -4 | / | /
Nn1c(COc2ccccc2F)nnc1SCC(=O)NC1CCCCC1 | 0.0% | 0% | -3% | 5 | 0% | 0% | -6 | / | -2 | / | /
CC1CCN(C(=O)CSc2nncn2C)CC1 | -0.3% | 7% | -29% | 0 | 3% | -3% | 0 | 4 | 14 | -1% | -1%
Cc1ccc(Cl)cc1N1CCN(C(=O)COc2ccc(S(=O)(=O)NC(C)C)cc2)CC1 | -1.1% | ? | 3% | -16 | -3% | ? | -8 | 1 | 0 | -1% | 2%
CCN1C(=O)c2ccc(C(=O)NCc3ccccc3)cc2C1=O | 0.1% | ? | 6% | -17 | 0% | 7% | -17 | 5 | -1 | 0% | -23%
